Assay outcomes: PubChem BioAssay, several laboratories
Cardiac RTF inh: cardiac RTF calcium desensitization. AID 493244. IANBD-labeled cardiac RTF, Ca2+ fluorescence. P19429+P45379. inhibition, % at 7.15 µM. 340,000 tested, 0.12% active;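 active = inhibition above the mean inhibition of all tested compounds plus 3 SD, cut at about 17% in these data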;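 also: assay run at fixed EC70 calcium of 1.6 mM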
PKA-R2B activ: activators of human PKA-R2B complex | 340,000 tested, 0.079% active | PKA-R2B holoenzyme dissociation, Cy5-IP20 fluorescence polarization; R2B truncated from residue 108, S112A mutant; 0% DMSO only, 100% 113 µM cGMP | AID 504700 | activation, % at 11.4 µM;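 active = activation above a cutoff set at the mean over all compounds plus 3 SD, cut at about 18% in these data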;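 also: higher means more holoenzyme dissociation and a rise in polarization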
SR-BI DiI inh: mouse SR-BI HDL lipid transfer inhibition; Q61009; ldlA[mSR-BI] CHO cells, DiI-HDL uptake fluorescence, 3 h; inhibition, % at 12.5 µM; 320,000 tested, 0.96% active; AID 488896;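 active = mean replicate inhibition of at least 70% and a set share of replicates each scoring 70 or more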;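 also: 0% = median of neutral control wells and 100% = median of positive control wells; values of inactives mirror those of a sister screen read the other way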
SR-BI uptake up: enhances SR-BI lipid uptake from DiI-HDL. CHO ldlA[mSR-BI] cells, DiI-HDL uptake fluorescence, 3 h; 100 = double the neutral-control signal. activation, % at 12.5 µM. 320,000 tested, 0.096% active. AID 504775;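 active = mean replicate activation of at least 60% and every replicate at or above 60%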;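 also: 0% = median plate neutral-control signal and 100% = twice that signal; values of inactives mirror those of a sister screen read the other way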
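Test system: SR-BI-overexpressing, LDLR-lacking CHO cells; Also added: labelled HDL, 10 µg/mL; Measured by: bottom-read cell fluorescence after medium removal, ex 550/em 595 nm; Timing: 3 h uptake period with compound, 37 °C; Buffer or medium: F12, 0.5% BSA, 25 mM HEPES; Doses: single compound concentration, delivered by pin transfer.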
PvdQ acylase: blocks Pseudomonas aeruginosa PvdQ acylase activity; inhibition, % at 10 µM; purified PvdQ acylase, fluorescence plate reader; 340,000 tested, 0.063% active; AID 488965; in the data active = inhibition above about 30%, passing the limit was not always enough;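 also: 0% = vehicle neutral wells and 100% = reference inhibitor wells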
Arrestin-AP2 inh: inhibitors of human beta-arrestin and AP2 interaction; FITC-arrestin peptide / GST-AP2 beads, flow cytometry; AP2 beta2 appendage carries R879A mutation; 340,000 tested, 0.31% active; inhibition, % at 10 µM;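 active = inhibition above a set limit, near 3 SD of compounds lacking own fluorescence, cut at about 54% in these data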;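 also: plate controls were DMSO wells for no effect and 5 µM unlabelled arrestin peptide for full effect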
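system = GST-tagged AP2 beta2-adaptin appendage (R879A) on 4 µm glutathione beads | reagent = FITC-labelled arrestin peptide probe, 50 nM final | schedule = compound with beads 12 min RT, then probe 1 h RT | signal = HyperCyt-sampled flow cytometry, FL1 channel, ex 488/em 535 nm | read-out = percent response from loss of bead-bound FITC fluorescence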
NSD2 inh: inhibitors of human histone methyltransferase NSD2; O96028; NSD2 peptide methylation, AlphaScreen, 120 min; inhibition, % at 12.5 µM; 310,000 tested, 0.54% active; AID 743445; in the data active = inhibition above about 50%
Target sequence (O96028 whole entry, looked up): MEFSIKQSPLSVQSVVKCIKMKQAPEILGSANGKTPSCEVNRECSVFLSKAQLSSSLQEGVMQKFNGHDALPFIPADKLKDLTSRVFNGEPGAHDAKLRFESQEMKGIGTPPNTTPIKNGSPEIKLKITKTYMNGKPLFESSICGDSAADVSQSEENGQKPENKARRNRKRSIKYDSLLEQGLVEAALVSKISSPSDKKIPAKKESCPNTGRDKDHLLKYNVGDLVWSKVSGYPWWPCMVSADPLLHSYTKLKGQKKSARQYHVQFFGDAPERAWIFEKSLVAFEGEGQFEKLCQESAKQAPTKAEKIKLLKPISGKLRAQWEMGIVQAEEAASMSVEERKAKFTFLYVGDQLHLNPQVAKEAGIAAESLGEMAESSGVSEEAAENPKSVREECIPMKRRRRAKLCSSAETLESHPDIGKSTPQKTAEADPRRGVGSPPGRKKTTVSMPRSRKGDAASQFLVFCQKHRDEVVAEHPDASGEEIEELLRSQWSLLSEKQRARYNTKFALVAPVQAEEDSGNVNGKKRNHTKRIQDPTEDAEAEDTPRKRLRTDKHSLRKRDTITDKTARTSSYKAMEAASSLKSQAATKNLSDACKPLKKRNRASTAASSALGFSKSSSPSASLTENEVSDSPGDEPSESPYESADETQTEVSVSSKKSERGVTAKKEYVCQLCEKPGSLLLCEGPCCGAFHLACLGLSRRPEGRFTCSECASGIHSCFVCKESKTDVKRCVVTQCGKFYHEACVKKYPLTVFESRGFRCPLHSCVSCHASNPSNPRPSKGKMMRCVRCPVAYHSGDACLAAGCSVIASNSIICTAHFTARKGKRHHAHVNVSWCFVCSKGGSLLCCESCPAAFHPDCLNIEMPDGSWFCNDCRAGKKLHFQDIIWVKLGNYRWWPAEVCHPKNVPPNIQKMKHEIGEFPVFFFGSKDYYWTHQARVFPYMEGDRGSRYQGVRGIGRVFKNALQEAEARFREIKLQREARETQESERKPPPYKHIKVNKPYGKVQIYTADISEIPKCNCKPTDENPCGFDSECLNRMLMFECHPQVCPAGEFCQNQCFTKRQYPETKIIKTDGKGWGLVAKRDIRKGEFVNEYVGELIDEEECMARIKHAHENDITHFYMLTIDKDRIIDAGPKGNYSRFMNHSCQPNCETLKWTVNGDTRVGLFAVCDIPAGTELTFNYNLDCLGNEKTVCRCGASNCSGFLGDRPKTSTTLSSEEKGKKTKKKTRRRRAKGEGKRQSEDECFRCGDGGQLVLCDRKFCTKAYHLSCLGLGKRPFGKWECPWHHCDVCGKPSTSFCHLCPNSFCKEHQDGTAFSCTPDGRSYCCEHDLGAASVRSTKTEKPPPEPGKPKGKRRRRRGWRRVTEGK
Keap1-Nrf2 PPI: inhibitors of human Keap1-Nrf2 protein-protein interaction; 340,000 tested, 0.15% active; inhibition, % at 9.4 µM; Keap1 Kelch-Nrf2 peptide fluorescence polarization, 1536-well; in the data active = inhibition above about 12%;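 also: human Keap1 Kelch domain with fluorescein labeled Nrf2 9mer peptide probe; 0% = neutral control wells and 100% = peptide positive control; higher means more block of Keap1 binding to Nrf2 peptide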
C-LANA FP: blocks KSHV LANA C-terminal domain binding to DNA; MBP-C-LANA/FAM-LBS DNA binding, fluorescence polarization; inhibition, % at 9 µM; 340,000 tested, 0.078% active; AID 504423;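 active = highest replicate inhibition at or above 60% at 9 µM, even if other replicates fall short; inactive = all replicates below 60% inhibition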;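 also: 0% = neutral control wells and 100% = 4 µM acridine orange control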
DAGLB inh: blocks human DAGLB lipase activity; AID 504411; inhibition, % at 5.17 µM; 340,000 tested, 0.059% active; HEK293T DAGLB membrane lysate, EnzChek fluorogenic substrate; Q8NCG7; in the data active = inhibition above about 34%;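 also: 0% = enzyme with vehicle and 100% = wells lacking enzyme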
* hit, by the source's call. An unsorted share of the library, and some 2.1% of all compounds hit somewhere here.

Screening Nn1cnnc1N/N=C/c1ccc(F)cc1 returned Cardiac RTF inh -6, PKA-R2B activ -4, SR-BI DiI inh -10, SR-BI uptake up 10, PvdQ acylase -9, Arrestin-AP2 inh 7, NSD2 inh -3, Keap1-Nrf2 PPI -1, C-LANA FP 1.1 and DAGLB inh 2.
O=C(c1ccc(CN2CCOCC2)cc1)N1CCN(c2ccccc2F)CC1 was read as Cardiac RTF inh -12, PKA-R2B activ -2, SR-BI DiI inh -2, SR-BI uptake up 2, PvdQ acylase 14, Arrestin-AP2 inh 15, NSD2 inh -1, Keap1-Nrf2 PPI -5, C-LANA FP 1.1 and DAGLB inh -2.
For COc1cccc(-c2ccc(NC(=O)C3CCCN(Cc4ccc(CO)o4)C3)cc2)c1 (configuration not stated) the results were Cardiac RTF inh 3, PKA-R2B activ 0, SR-BI DiI inh 29, SR-BI uptake up -29, PvdQ acylase -5, Arrestin-AP2 inh 0, NSD2 inh 1, Keap1-Nrf2 PPI 3, C-LANA FP 0.5 and DAGLB inh 0.
CCc1ccc2c(CN3CCN(S(=O)(=O)c4ccc5c(c4)OCCO5)CC3)cc(=O)oc2c1 was read as Cardiac RTF inh -27, PKA-R2B activ 11, SR-BI DiI inh -16, SR-BI uptake up 16, PvdQ acylase -10, Arrestin-AP2 inh 5, NSD2 inh 2, Keap1-Nrf2 PPI -3, C-LANA FP -0.1 and DAGLB inh -5.
`CNC(=O)C1C(=S)NC(N)=C(C#N)C1c1ccccc1` (configuration not stated) gave Cardiac RTF inh 2, PKA-R2B activ 2, SR-BI DiI inh -39, SR-BI uptake up 39, PvdQ acylase -6, Arrestin-AP2 inh 3, NSD2 inh 2, Keap1-Nrf2 PPI -10, C-LANA FP -3.0 and DAGLB inh 3.
Screening CCCn1c(SCC(=O)N2CCCc3ccccc32)nc2c1c(=O)n(C)c(=O)n2C returned Cardiac RTF inh -8, PKA-R2B activ -1, SR-BI DiI inh -4, SR-BI uptake up 4, PvdQ acylase -13, Arrestin-AP2 inh 8, NSD2 inh -2, Keap1-Nrf2 PPI -1, C-LANA FP -0.5 and DAGLB inh -4.
For Cn1c(=O)c2c(nc(SCc3nc(N)nc(N4CCCCC4)n3)n2C)n(C)c1=O the results were Cardiac RTF inh -12, PKA-R2B activ 2, SR-BI DiI inh -41, SR-BI uptake up 41, PvdQ acylase -11, Arrestin-AP2 inh 4, NSD2 inh -2, Keap1-Nrf2 PPI -3, C-LANA FP -1.2 and DAGLB inh 2.
For CC1CCCCN1S(=O)(=O)c1ccc(NC(=O)c2cccc(-n3cnnn3)c2)cc1 (configuration not stated) the results were Cardiac RTF inh -5, PKA-R2B activ -2, SR-BI DiI inh 36, SR-BI uptake up -36, PvdQ acylase -16, Arrestin-AP2 inh -2, NSD2 inh -1, Keap1-Nrf2 PPI -1, C-LANA FP 1.7 and DAGLB inh 1.
For COc1cccc(C(=O)Nc2ccc(C3CC3(Cl)Cl)cc2)c1 (configuration not stated) the results were Cardiac RTF inh -5, PKA-R2B activ -6, SR-BI DiI inh 35, SR-BI uptake up -35, PvdQ acylase -9, Arrestin-AP2 inh 10, NSD2 inh -3, Keap1-Nrf2 PPI 2, C-LANA FP 1.0 and DAGLB inh -4.
Screening CN(c1nc2ccccc2n2c(C3CC3)nnc12)S(=O)(=O)c1ccccc1 returned Cardiac RTF inh -8, PKA-R2B activ 1, SR-BI DiI inh 5, SR-BI uptake up -5, PvdQ acylase -14, Arrestin-AP2 inh -1, NSD2 inh -7, Keap1-Nrf2 PPI -2, C-LANA FP -0.3 and DAGLB inh 0.
`CCOc1ccc(NC(=O)c2nccnc2CO)cc1` gave Cardiac RTF inh 2, PKA-R2B activ 7, SR-BI DiI inh -30, SR-BI uptake up 30, PvdQ acylase -4, Arrestin-AP2 inh -2, NSD2 inh 0, Keap1-Nrf2 PPI -1, C-LANA FP 4.3 and DAGLB inh 2.
O=C(Cc1ccc(S(=O)(=O)N2CCOCC2)s1)Nc1ccccc1N1CCCC1 was read as Cardiac RTF inh -4, PKA-R2B activ 1, SR-BI DiI inh -3, SR-BI uptake up 3, PvdQ acylase 4, Arrestin-AP2 inh 39, NSD2 inh 4, Keap1-Nrf2 PPI 0, C-LANA FP 3.8 and DAGLB inh -1.

Some of these compounds in order of length of the SMILES, falling:
Screening CN(c1nc2ccccc2n2c(C3CC3)nnc12)S(=O)(=O)c1ccccc1 returned Cardiac RTF inh -8, PKA-R2B activ 1, SR-BI DiI inh 5, SR-BI uptake up -5, PvdQ acylase -14, Arrestin-AP2 inh -1, NSD2 inh -7, Keap1-Nrf2 PPI -2, C-LANA FP -0.3 and DAGLB inh 0.
O=C(c1ccc(CN2CCOCC2)cc1)N1CCN(c2ccccc2F)CC1 was read as Cardiac RTF inh -12, PKA-R2B activ -2, SR-BI DiI inh -2, SR-BI uptake up 2, PvdQ acylase 14, Arrestin-AP2 inh 15, NSD2 inh -1, Keap1-Nrf2 PPI -5, C-LANA FP 1.1 and DAGLB inh -2.
`CNC(=O)C1C(=S)NC(N)=C(C#N)C1c1ccccc1` (configuration not stated) gave Cardiac RTF inh 2, PKA-R2B activ 2, SR-BI DiI inh -39, SR-BI uptake up 39, PvdQ acylase -6, Arrestin-AP2 inh 3, NSD2 inh 2, Keap1-Nrf2 PPI -10, C-LANA FP -3.0 and DAGLB inh 3.

Next section.
CCOc1ccc(CCNC(=O)CSc2nn(-c3ccc(C)c(Cl)c3)c(=S)s2)cc1OCC was read as Cardiac RTF inh -3, PKA-R2B activ -12, SR-BI DiI inh 55, SR-BI uptake up -55, PvdQ acylase -10, Arrestin-AP2 inh -4, NSD2 inh -2, Keap1-Nrf2 PPI -2, C-LANA FP 2.5 and DAGLB inh -3.
`COc1ccc(-c2cc([C@H]3[C@H]4C=CC[C@@H](C)[C@@H]4C(=O)N3Cc3ccccc3)ccc2F)cc1` gave Cardiac RTF inh -19, PKA-R2B activ 3, SR-BI DiI inh 20, SR-BI uptake up -20, PvdQ acylase -2, Arrestin-AP2 inh 5, Keap1-Nrf2 PPI -3, C-LANA FP -1.4 and DAGLB inh -16.
For Cc1cc(C)c(C)c(OCCCCN(C)Cc2ccccc2)c1 the results were Cardiac RTF inh -7, PKA-R2B activ -11, SR-BI DiI inh 14, SR-BI uptake up -14, PvdQ acylase -10, Arrestin-AP2 inh -6, NSD2 inh 35, Keap1-Nrf2 PPI -2, C-LANA FP 2.9 and DAGLB inh -17.
For Cc1noc(C)c1C(=O)Nc1ccc(S(=O)(=O)N2CCC(C)CC2)cc1 the results were Cardiac RTF inh -10, PKA-R2B activ -2, SR-BI DiI inh 0, SR-BI uptake up 0, PvdQ acylase 2, Arrestin-AP2 inh 21, NSD2 inh 0, Keap1-Nrf2 PPI 3, C-LANA FP -1.0 and DAGLB inh -2.
`Cc1cccc(OCCOc2ccc(/C=N/NC(=O)Cc3nnc(N)s3)cc2)c1` gave Cardiac RTF inh 1, PKA-R2B activ 4, SR-BI DiI inh -11, SR-BI uptake up 11, PvdQ acylase -9, Arrestin-AP2 inh -1, NSD2 inh 0, Keap1-Nrf2 PPI 1, C-LANA FP 1.1 and DAGLB inh 1.
COc1ccc(CNC(=O)C2CCN(S(C)(=O)=O)CC2)c(OC)c1 was read as Cardiac RTF inh 1, PKA-R2B activ 3, SR-BI DiI inh -10, SR-BI uptake up 10, PvdQ acylase 10, Arrestin-AP2 inh 10, NSD2 inh -8, Keap1-Nrf2 PPI 1, C-LANA FP -0.3 and DAGLB inh 2.
For CC(/C=N/n1c(-c2ccc(Cl)cc2)n[nH]c1=S)=C\c1ccco1 the results were Cardiac RTF inh -8, PKA-R2B activ -4, SR-BI DiI inh 6, SR-BI uptake up -6, PvdQ acylase -4, Arrestin-AP2 inh -1, NSD2 inh 4, Keap1-Nrf2 PPI -1, C-LANA FP 1.1 and DAGLB inh -2.
For C=CCn1c(Cc2cccs2)nnc1SCC(=O)Nc1cc(OC)cc(OC)c1 the results were Cardiac RTF inh -16, PKA-R2B activ 3, SR-BI DiI inh 15, SR-BI uptake up -15, PvdQ acylase -11, Arrestin-AP2 inh 4, NSD2 inh 4, Keap1-Nrf2 PPI 2, C-LANA FP 0.6 and DAGLB inh -3.
For Cc1ccc(S(=O)(=O)N/N=C/c2cc(Br)c(C)o2)cc1 the results were Cardiac RTF inh -12, PKA-R2B activ -10, SR-BI DiI inh -27, SR-BI uptake up 27, PvdQ acylase -18, Arrestin-AP2 inh -10, NSD2 inh 3, Keap1-Nrf2 PPI -4, C-LANA FP -0.5 and DAGLB inh 3.
For CCOc1ccc(/C(O)=C2/C(=O)C(=O)N(c3ccccn3)C2c2ccc(C)cc2)c(C)c1 (configuration not stated) the results were Cardiac RTF inh 0, PKA-R2B activ -7, PvdQ acylase -3, Arrestin-AP2 inh 3, NSD2 inh 4, Keap1-Nrf2 PPI 1, C-LANA FP 2.9 and DAGLB inh 7.
Screening COc1cccc(C(=O)N2CCN=C2SCc2cccnc2)c1OC returned Cardiac RTF inh -5, PKA-R2B activ 6, SR-BI DiI inh -4, SR-BI uptake up 4, PvdQ acylase 3, Arrestin-AP2 inh 17, Keap1-Nrf2 PPI -2, C-LANA FP 0.0 and DAGLB inh -3.
For CCCN(CCC)C(=O)C1CCCN(S(=O)(=O)c2ccc3c(c2)oc(=O)n3C)C1 (configuration not stated) the results were Cardiac RTF inh 6, PKA-R2B activ 12, SR-BI DiI inh -3, SR-BI uptake up 3, PvdQ acylase -17, Arrestin-AP2 inh -5, NSD2 inh -6, Keap1-Nrf2 PPI 0, C-LANA FP -0.9 and DAGLB inh 2.
`Clc1ccccc1-c1ccc(CN2CCN(c3ccccc3)CC2)o1` gave Cardiac RTF inh -4, PKA-R2B activ 1, SR-BI DiI inh -17, SR-BI uptake up 17, PvdQ acylase -15, Arrestin-AP2 inh 9, NSD2 inh 6, Keap1-Nrf2 PPI -2, C-LANA FP -0.4 and DAGLB inh -18.
CCc1c(C)nc(N)n2c(SCC(=O)NC3CCCCC3)nnc12 was read as Cardiac RTF inh 11, PKA-R2B activ -14, SR-BI DiI inh -12, SR-BI uptake up 12, PvdQ acylase -22, Arrestin-AP2 inh 2, NSD2 inh -1, Keap1-Nrf2 PPI -4, C-LANA FP 0.7 and DAGLB inh -1.
`COc1ccc(C(=O)OCc2c(-c3cccc(OC)c3)ncc3ccccc23)cc1` gave Cardiac RTF inh 0, PKA-R2B activ -8, SR-BI DiI inh 19, SR-BI uptake up -19, PvdQ acylase 0, Arrestin-AP2 inh -8, Keap1-Nrf2 PPI 1, C-LANA FP 1.4 and DAGLB inh -5.
